Bioassay records from PubChem BioAssay.
SW480 rereplic – A quantitative high throughput screen for small molecules that induce DNA re-replication in SW480 colon adenocarcinoma cells; SW480 DNA re-replication, Hoechst DNA content imaging, 48 h; Potency, µM (highest dose often 46.1 µM), without a hit: at the top dose re-replication activation, hits mostly activators; 340,000 tested, 1.8% active; AID 624297, 2012; further: potency means the concentration at half of the fitted maximal effect; % of control where 0% means no effect; nearly all actives have a fitted effect of over 55% in size
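Per well, 250 cells were exposed to pinned compound for 48 hr. Nuclear DNA was visualised with Hoechst (40 min, 37 C) and total object intensity recorded by fluorescence scanning.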
MCF10A rereplic – A quantitative high throughput screen for small molecules that induce DNA re-replication in MCF 10a normal breast cells. MCF 10A DNA re-replication, Hoechst nuclear intensity, 48 h. Potency, µM (titrated, usually from 46.1 µM), inactives show at the highest dose activity, positive = re-replication, hits mostly activators. 350,000 tested, 2.9% active. AID 624296, 2012; further: potency means the concentration at half of the fitted maximal effect; % of control where 0% means no effect; nearly all actives have a fitted effect of over 50% in size
HT1080 IDH1KD tx – qHTS for induction of synthetic lethality in tumor cells producing 2HG: qHTS for the HT-1080-IDH1KD cell line; Potency, µM (series often up to 46.1 µM), inactives show at the top dose activity, negative = toxicity, actives largely listed as cytotoxic; 360,000 tested, 2% active; HT-1080 IDH1 knockdown viability, ATP luminescence, 48 h;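 further: potency means the concentration at half of the fitted maximal effect; 0% = DMSO wells and -100% = cell-free medium wells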
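After a 2 h attachment period, IDH1KD HT-1080 cells took pin-transferred compound for 48 h at 37 °C; ATP-based luminescence after 10 min room-temperature reagent incubation reported viability.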
HT1080NT lethal – qHTS for induction of synthetic lethality in tumor cells producing 2HG: qHTS for the HT-1080-NT fibrosarcoma cell line; HT-1080-NT fibrosarcoma viability, CellTiter-Glo ATP luminescence, 48 h; Potency, µM (titrated, usually from 46.1 µM), inactives show at the top dose activity, negative = less viability, most hits filed as cytotoxic; 360,000 tested, 1.6% active; AID 686970, 2013;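 further: NT is the 2HG producing partner of a matched IDH1 knockdown line; potency means the concentration at half of the fitted maximal effect; 0% = DMSO-treated cells and -100% = media-only wells without cells; nearly all actives have a fitted effect of over 55% in size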
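HT-1080-NT; 750 cells/well; 5% FBS RPMI; 48 h compound, 37 degrees C; CellTiter-Glo luminescence; curve fitting and curve-class assignment.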
ATXN viability – Viability Counterscreen for Primary qHTS for Inhibitors of ATXN expression | S2 cells (HEK-293 line with an ATXN2-luciferase reporter) viability, CellTiter-Fluor protease fluorescence, 24 h | Potency, µM (doses to about 56.7 µM), actives largely listed as cytotoxic | 400,000 tested, 0.49% active | AID 651635, 2014; further: potency means the concentration at half of the fitted maximal effect; nearly all actives have a fitted effect of over 40% in size
ATXN2 expr inh – Primary qHTS for Inhibitors of ATXN expression. HEK-293 ATXN2-luciferase reporter, luminescence, 24 h. Potency, µM (doses to about 57 µM), for the others: at the top dose activity change, negative = inhibition, most hits filed as inhibitors. 360,000 tested, 0.72% active. AID 1745845, 2022; further: potency means the concentration at half of the fitted maximal effect; on the % scale 0 is the no-effect control and ±100 the full control effect; nearly all actives have a fitted effect of over 55% in size
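ATXN2-luciferase reporter cells (luciferase flanked by upstream and downstream ATXN2 gene portions) were treated 24 h at 37 °C with compounds at up to 57 uM. SteadyGlo luminescence gave expression; GF-AFC fluorescence gave viability.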
IL1B secr inh – qHTS for Inhibitors of Inflammasome Signaling: IL-1-beta AlphaLISA Primary Screen; THP-1 LPS/ATP IL-1B secretion, AlphaLISA, 16 h; stronger effect = lower value; activity change, % at 57.5 µM; 360,000 tested, 4.7% active; in the data active means activity change below about -50%; inconclusive means mostly about -30% to -49%; further: on the % scale 0 is the no-effect control and ±100 the full control effect
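THP-1 cells pretreated 1 hr with compounds (up to 57.5 uM final), then stimulated with LPS (250 ng/mL final) plus ATP (1.25 mM final); secreted IL-1B measured by AlphaLISA after 16 hr, decreased signal indicating inhibition.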
KB-3-1 cytotox – qHTS assay for MDR1-selective chemotherapeutics: Primary screen using the parental adenocarcinoma cell KB-3-1 | AID 1347075, 2019 | 400,000 tested, 1.4% active | Potency, µM (doses to about 46.1 µM), inactives show at the highest dose activity change, negative = cytotoxic, actives largely listed as cytotoxic | KB-3-1 viability, CellTiter-Glo ATP luminescence, 72 h; further: potency means the concentration at half of the fitted maximal effect; on the % scale 0 is the no-effect control and ±100 the full control effect; nearly all actives have a fitted effect of over 60% in size
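Cells are dispensed, compounds pinned in, plates held at 37 °C for 72 h, then CellTiter-Glo is added and luminescence read after 10 minutes. Cell line: parental KB-3-1 in phenol-red-free DMEM, 10% FBS.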
HepG2 tox – qHTS for Inhibitors of TGF-b: Cytotox Counterscreen; HepG2 CAGA-GFP viability, ATP luminescence, 18 h; 410,000 tested, 0.76% active; Potency, µM (highest dose often 46.1 µM), for the others: at the highest dose activity change, negative = cytotoxicity, hits mostly cytotoxic; further: potency means the concentration at half of the fitted maximal effect; some results filed as inactive show a strong effect at the top dose
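HepG2 CAGA-GFP cells (1000/well, DMEM with 1% FBS) received compound, then TGF-beta at 500 pg/mL final, and were incubated 18 hours at 37 degrees C. Viability was read by CellTiter-Glo luminescence. Media-only wells were set as complete cell-killing and DMSO as no toxicity.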
* hit, by the source's call; i = inactive; ? = inconclusive; . = not tested or not shown; [ ] = another dose, or the depositor's remark. Unless noted, the call rests on the fitted dose curve; in most records, active means well fitted curve in the direction sought with a large enough effect; inconclusive means small, poorly fitted or top-dose-only effect, or another doubt; inactive means no such curve, though single readings can be large; an effect the other way counts as inactive or inconclusive.

The first 2 records (preview)
1: COC(=O)c1cc(NC(=O)CSC2=NCCS2)cc(C(=O)OC)c1
2: Cc1cccc(NC(=O)C(C)SCc2nc3sc4c(c3c(=O)[nH]2)CCCC4)n1 (configuration not stated)
entry no.	1	2
SW480 rereplic	-4%	-65%[inhibitor]
MCF10A rereplic	1%	5%
HT1080 IDH1KD tx	11%	-4%
HT1080NT lethal	0%	-9%
ATXN viability	i	i
ATXN2 expr inh	-10%	3%
IL1B secr inh	-4	23
KB-3-1 cytotox	?	-6%
HepG2 tox	-18%	-2%

The list itself, previewed entries included:
1: COC(=O)c1cc(NC(=O)CSC2=NCCS2)cc(C(=O)OC)c1
2: Cc1cccc(NC(=O)C(C)SCc2nc3sc4c(c3c(=O)[nH]2)CCCC4)n1 (configuration not stated)
3: COc1ccc(OCCCC(=O)Nc2ccc3c(c2)OCCO3)cc1
4: C/C(=N\NC(=O)c1ccccc1OCc1ccc(F)cc1)c1ccccn1
5: O=C(O)c1cc(NC(=O)c2ccco2)cc(NC(=O)c2ccco2)c1
6: COC(=O)c1c(NC(=O)CCCOc2cccc(C)c2)sc2c1CCC(C)C2 (configuration not stated)
7: CSc1nc2sc3c(c2c(=O)n1Cc1ccccc1)CCC(C(C)(C)C)C3 (configuration not stated)
8: CCOc1ccc(N2C(=O)N(Cc3c(F)cccc3Cl)c3ccccc3S2(=O)=O)cc1
entry no.	1	2	3	4	5	6	7	8
SW480 rereplic	-4%	-65%[inhibitor]	27%	2%	-7%	.	.	.
MCF10A rereplic	1%	5%	21µM*	24%	4%	.	.	.
HT1080 IDH1KD tx	11%	-4%	-4%	?	17%	.	.	.
HT1080NT lethal	0%	-9%	4%	?	0%	.	.	.
ATXN viability	i	i	i	?	i	i	i	i
ATXN2 expr inh	-10%	3%	36%	.	9%	7%	4%	-9%
IL1B secr inh	-4	23	-4	52	-3	.	.	.
KB-3-1 cytotox	?	-6%	5%	12µM*	-1%	-1%	8%	-8%
HepG2 tox	-18%	-2%	1%	-12%	-14%	-14%	-17%	-4%

9: CN1CCN(c2ncnc3c2ncn3[C@H]2CN(Cc3ccc(C(=O)O)cc3)C[C@@H](CO)O2)CC1
10: CCN(CC)CCCn1c2c(c(SCC(=O)Nc3cccc(C)c3C)nc1=O)CCC2
11: O=C(Nc1ccc(Cl)cc1C(=O)O)c1ccc2c(c1)C(=O)N(Cc1ccco1)C2=O
12: COc1ccc(-c2nn3c(=O)cc(CN4CCN(C(=O)Nc5cc(C)ccc5C)CC4)nc3s2)cc1
13: c1cn2c(-c3ccc(N4CCOCC4)cc3)cncc2n1
14: O=C(CSc1nc2ccccc2s1)NNC(=S)Nc1ccc(Br)cc1
15: COc1ccc(-c2n[nH]c(=S)n2-c2ccc(C)cc2C)cc1
16: Cc1cccc(C)c1NC(=O)c1ccc2nc(CCc3ccccc3)oc2c1
entry no.	9	10	11	12	13	14	15	16
SW480 rereplic	.	-1%	-11%	.	.	4%	-10%	.
MCF10A rereplic	.	0%	0%	.	.	?	6%	.
HT1080 IDH1KD tx	2%	5%	0%	.	8%	1%	15%	.
HT1080NT lethal	26%	-5%	8%	.	29%	3%	19%	.
ATXN viability	i	i	i	i	i	i	i	?
ATXN2 expr inh	3%	8%	4%	11%	26%	4%	.	?
IL1B secr inh	-1	-18	47	.	27	15	41	.
KB-3-1 cytotox	2%	4%	18%	1%	0%	2%	3%	?
HepG2 tox	1%	-15%	-3%	-3%	13%	-2%	1%	-44%

17: CCN(C(=O)CSc1ncccn1)c1cccc2ccccc12
18: CCCCN1C(=O)C(CC(=O)NCCN2CCOCC2)CC(C(=O)N(C)C)=C1C (configuration not stated)
19: O=C(Nc1ccc(S(=O)(=O)Nc2nccs2)cc1)c1cc(=O)[nH]c2ccccc12
20: C=CCC1NS(=O)(=O)OC2CCCCC12 (configuration not stated)
21: O=C(CSCc1cnn(-c2ccccc2)c1-n1cccc1)NCc1ccccn1
22: CCSc1ccccc1C(=O)Nc1cc(C)on1
23: Cc1ccc(NC(=O)CCC(=O)NNC(=O)COc2ccc([N+](=O)[O-])cc2)c(C)c1
24: Cc1cccc(NC(=O)c2ccccc2NC(=O)Cc2ccccc2)c1C
entry no.	17	18	19	20	21	22	23	24
SW480 rereplic	-4%	.	-8%	-20%	-2%	-12%	2%	-3%
MCF10A rereplic	13%	.	1%	0%	10%	1%	1.6µM*	-3%
HT1080 IDH1KD tx	10%	-2%	1%	11%	-3%	-5%	3%	-27%
HT1080NT lethal	-2%	-1%	-6%	-1%	-10%	1%	2%	-2%
ATXN viability	i	i	i	i	i	i	i	i
ATXN2 expr inh	.	-1%	.	5%	6%	4%	14%	1%
IL1B secr inh	-4	-14	3	0	-6	-6	2	-8
KB-3-1 cytotox	-33%	2%	4%	0%	-1%	0%	-5%	3%
HepG2 tox	0%	-20%	3%	-3%	-17%	2%	-4%	-4%

25: Cc1[nH]n(-c2cccc([N+](=O)[O-])c2)c(=O)c1-c1ccccc1
26: Fc1cnc(N2CCN(c3ccccc3)CC2)nc1N1CCN(c2ccccc2)CC1
27: c1ccc(C[n+]2ccc3ccccc3c2)cc1
28: CCNC(=S)N/N=C/c1c(Cl)cccc1Cl
29: CCO/C=C1\C(=O)N(c2ccccc2)C(=O)c2ccccc21
30: O=C1CC(C(=O)N2CCc3ccccc32)CN1c1ccccc1 (configuration not stated)
31: COc1ccc2c(CNCCc3ccco3)c(C(=O)O)n(Cc3ccc(C)cc3)c2c1
32: COc1ccc(C2SCCN2C(=S)Nc2ccc(Cl)cc2)cc1 (configuration not stated)
entry no.	25	26	27	28	29	30	31	32
SW480 rereplic	?	?	-14%	-4%	?	-8%	.	4%
MCF10A rereplic	-4%	?	9%	6%	?	-18%	.	-2%
HT1080 IDH1KD tx	4%	2%	-2%	0%	18%	10%	.	-2%
HT1080NT lethal	-4%	15%	-6%	5%	5%	17%	.	-6%
ATXN viability	i	i	i	?	i	i	?	i
ATXN2 expr inh	.	?	-19%	.	-2%	-11%	0%	5%
IL1B secr inh	12	-5	24	14	-24	9	.	-6
KB-3-1 cytotox	-19%	?	?	-2%	-1%	3%	12%	?
HepG2 tox	-22%	-28%	-15%	-2%	-3%	-13%	-15%	-7%

Some entries already given, limited to HT1080NT lethal, IL1B secr inh and ATXN viability.
entry	compound	HT1080NT lethal	IL1B secr inh	ATXN viability
27	c1ccc(C[n+]2ccc3ccccc3c2)cc1	-6%	24	i
28	CCNC(=S)N/N=C/c1c(Cl)cccc1Cl	5%	14	?
29	CCO/C=C1\C(=O)N(c2ccccc2)C(=O)c2ccccc21	5%	-24	i

More compounds
33: COc1cc2nc(=S)n3[nH]c(CCn4nc(C)cc4C)nc3c2cc1OC
34: CNc1sc(C(=O)c2ccccc2F)c(N)c1-c1nc2ccccc2s1
35: CCOc1ccccc1C(=O)NCCN1CCC(n2c(=O)[nH]c3ccccc32)CC1
36: Cc1cc(Br)ccc1NC(=O)CN(C)C(=O)C1CCN(C(=O)c2ccc(Cl)cc2)CC1
37: Cc1c(CNCCc2ccccc2Cl)c(C(=O)O)c(C)n1-c1ccccc1
38: CCCOc1ccccc1N/C(=N/c1nc(C)cc(C)n1)NC(=O)COc1ccc(OC)cc1
39: COc1ccc(N2CCN(C(=O)CNC(=O)Cc3ccccc3)CC2)cc1
40: Cc1cccc(NS(=O)(=O)c2ccc(C(=O)NCC(C)(C)N3CCOCC3)cc2)c1C
entry no.	33	34	35	36	37	38	39	40
SW480 rereplic	13µM*	-16%	.	2%	-17%	?	6%	2%
MCF10A rereplic	3%	25%	.	-11%	-3%	?	0%	-9%
HT1080 IDH1KD tx	?	-11%	-22%	-4%	-2%	-13%	-3%	-18%
HT1080NT lethal	?	0%	-13%	-5%	-7%	-15%	0%	-6%
ATXN viability	?	.	?	i	i	i	i	i
ATXN2 expr inh	-18%	.	?	-17%	.	-34%	-8%	?
IL1B secr inh	7	20	-25	-27	-4	?	-4	i
KB-3-1 cytotox	?	-2%	-26%	-18%	0%	0%	.	-4%
HepG2 tox	-65%	-37%	.	-15%	-31%	-7%	-73%	-21%

41: COc1ccc(OC(C)C(=O)N2CCN(c3ccccn3)CC2)cc1 (configuration not stated)
42: Cc1ccc(S(=O)(=O)NCc2ccccn2)cc1C
43: Cc1ccc(S(=O)(=O)CCC(=O)OCc2nnc(-c3ccccc3)o2)cc1
44: Cc1c(NC(=O)C(C)OC(=O)c2sc3ccccc3c2Cl)c(=O)n(-c2ccccc2)n1C (configuration not stated)
45: CCc1ccc(N2CC(C(=O)OCC(=O)Nc3cc(C)on3)CC2=O)cc1 (configuration not stated)
46: CN=C1c2cc3c(Br)c(OC)ccc3n2CCN1C
47: CCOc1ccc(-c2cc(C(=O)NCc3cc(OC)cc(OC)c3)[nH]n2)c(C)c1
48: NC(=O)c1ncn([C@@H]2O[C@H](CN=C3NS(=O)(=O)c4ccccc43)[C@@H](O)[C@H]2O)n1
entry no.	41	42	43	44	45	46	47	48
SW480 rereplic	-33%[inhibitor]	13%	-4%	2%	-1%	?	.	0%
MCF10A rereplic	?	-5%	2%	5%	-1%	14%	.	-6%
HT1080 IDH1KD tx	22%	-5%	3%	9%	6%	?	1%	11%
HT1080NT lethal	19%	4%	-1%	9%	13%	-3%[9.24 µM]	7%	12%
ATXN viability	i	i	?	i	i	i	i	i
ATXN2 expr inh	-23%	.	0%	-10%	4%	?	-12%	0%
IL1B secr inh	0	7	-8	17	-5	0	-8	21
KB-3-1 cytotox	1%	0%	0%	9%	-4%	-28%	0%	-5%
HepG2 tox	10%	-6%	-4%	19%	-42%	-3%	-12%	0%
